Neddylation inh = inhibitors of cullin neddylation, primary screen, biochemical, TR-FRET, uHTS, NAE and Ubc12; calls only at 25 µM; 360,000 tested, 0.58% active; AID 651699, 2012; in the data active means inhibition above about 36%
Target sequence (P61081 whole entry, looked up): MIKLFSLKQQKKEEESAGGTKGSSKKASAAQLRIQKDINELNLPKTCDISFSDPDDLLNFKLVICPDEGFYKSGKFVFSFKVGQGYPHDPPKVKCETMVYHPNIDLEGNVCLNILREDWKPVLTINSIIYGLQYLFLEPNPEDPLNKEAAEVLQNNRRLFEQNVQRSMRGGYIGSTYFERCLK
Target sequence (Q13564 whole entry, looked up): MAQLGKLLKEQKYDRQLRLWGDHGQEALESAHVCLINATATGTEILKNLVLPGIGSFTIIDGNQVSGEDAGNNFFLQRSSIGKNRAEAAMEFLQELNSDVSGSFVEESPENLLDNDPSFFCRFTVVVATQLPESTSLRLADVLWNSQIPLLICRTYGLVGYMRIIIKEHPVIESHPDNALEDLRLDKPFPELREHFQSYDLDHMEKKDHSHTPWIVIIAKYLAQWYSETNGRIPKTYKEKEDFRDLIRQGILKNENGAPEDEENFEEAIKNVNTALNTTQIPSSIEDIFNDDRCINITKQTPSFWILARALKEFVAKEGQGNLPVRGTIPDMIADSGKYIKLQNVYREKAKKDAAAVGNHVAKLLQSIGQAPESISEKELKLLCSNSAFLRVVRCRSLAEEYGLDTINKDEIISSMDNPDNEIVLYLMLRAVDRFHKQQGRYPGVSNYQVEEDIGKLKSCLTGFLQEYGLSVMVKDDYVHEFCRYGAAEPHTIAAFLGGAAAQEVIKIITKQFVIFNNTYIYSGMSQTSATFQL
NadD inh = inhibitors of S. aureus NadD, primary screen, biochemical, colorimetric, uHTS; AID 602399, 2012; purified NadD enzyme, colorimetric absorbance read-out; 360,000 tested, 0.78% active; inhibition, % at 20 µM; Nicotinate-nucleotide adenylyltransferase NadD (Staphylococcus aureus N315); in the data active means inhibition above about 26%; further: some compounds past the cut are filed as inactive
CSN inh = inhibitors of CSN-mediated cullin deneddylation, primary screen, biochemical, fluorescence polarization, uHTS; Purified CSN, SCF-Nedd8-OG deneddylation; COP9 signalosome complex subunit 5 (Homo sapiens), Q92905; 360,000 tested, 0.38% active; inhibition, % at 12.5 µM;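 active means pattern-corrected inhibition above about 35%, with an unprinted fluorescence ratio check between 0.5 and 1.5, limit read from the data, passing the limit was not always enough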;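 further: 0% = enzyme with substrate and 100% = substrate without enzyme; some results filed as inactive read as strong as hits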
Target sequence (Q92905 whole entry, looked up, one chain of several): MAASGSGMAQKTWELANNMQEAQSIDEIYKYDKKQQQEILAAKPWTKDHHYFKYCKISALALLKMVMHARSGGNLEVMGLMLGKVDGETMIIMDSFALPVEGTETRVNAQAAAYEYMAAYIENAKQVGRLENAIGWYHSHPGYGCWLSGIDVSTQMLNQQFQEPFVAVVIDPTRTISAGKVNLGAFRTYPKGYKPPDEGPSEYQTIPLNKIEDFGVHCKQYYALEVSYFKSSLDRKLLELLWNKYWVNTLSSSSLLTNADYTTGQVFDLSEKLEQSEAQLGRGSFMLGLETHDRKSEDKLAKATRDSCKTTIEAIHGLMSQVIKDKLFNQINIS
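Assay system: purified human Csn5 enzyme expressed in HEK293T cells; measure: % inhibition; also added: SCFSkp2-Nedd8OG substrate at 10 nM final; technique: fluorescence polarization; times: reaction 90 min, room temperature; medium: Tris buffer pH 7.5, NaCl, DTT, Tween-20, trehalose, ovalbumin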
LMPTP inh = LMPTP phosphatase inhibitors, primary screen, biochemical, fluorescence intensity, uHTS. Low molecular weight phosphotyrosine protein phosphatase (Homo sapiens), P24666. recombinant LMPTP-A, OMFP fluorogenic substrate. inhibition, % at 20 µM. 360,000 tested, 0.22% active. AID 651560, 2012;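 active means compounds that cut the enzyme signal by at least half of the control window in the single-dose screen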;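 further: plate controls were DMSO wells with enzyme plus substrate for no effect and substrate without enzyme for full effect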
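test system = LMPTP-A | amount = 0.625 nM LMPTP-A final | reagent = fluorogenic phosphatase substrate OMFP at 400 µM final | incubation = 50 min at room temperature | benchmarks = no-enzyme low control, uninhibited high control | medium = Bis-Tris pH 6.0, DTT, detergent | signal = fluorescence intensity of OMFP turnover product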
SUMO1-SIM PPI = modulators of SUMO1 protein-protein interactions, primary screen, biochemical, uHTS | Small ubiquitin-related modifier 1 (Homo sapiens), P63165 | SUMO1 binding to a labelled peptide, TR-FRET, 1 h | inhibition, % at 20 µM | 360,000 tested, 0.33% active; in the data active means inhibition above about 37%
Rpn11 inh = Rpn11 (PSMD14) deubiquitinase inhibitors, primary screen, biochemical, fluorescence polarization, uHTS; 26S proteasome non-ATPase regulatory subunit 14 (Homo sapiens), O00487; human 26S proteasome, Ub4-pepOG fluorescence polarization; 20S core pre-blocked with epoxomicin; 360,000 tested, 0.59% active; calls only at 20 µM;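 active means inhibition at 20 µM, scaled to each plate's controls, above about 33%, limit read from the data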
Rin1 Abl inh = inhibitors of Rin1-Abl protein binding, primary screen, biochemical, TR-FRET | inhibition, % at 7.35 µM | Tyrosine-protein kinase ABL1 (Homo sapiens) + Ras and Rab interactor 1 (Homo sapiens), … | 360,000 tested, 0.4% active; in the data active means inhibition above about 5%, passing the limit was not always enough
STEP inh = STEP phosphatase inhibitors, primary screen, biochemical, fluorescence intensity, uHTS. Tyrosine-protein phosphatase non-receptor type 5 (Homo sapiens), P54829. recombinant STEP, OMFP fluorogenic substrate. inhibition, % at 20 µM. 360,000 tested, 0.25% active. AID 588621, 2011;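 active means inhibition at 20 µM, scaled per plate between control wells, above about 37%, limit read from the data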;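 further: 0% = DMSO with enzyme and substrate and 100% = substrate only without enzyme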
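System: STEP phosphatase, cell-free reaction; Buffer or medium: Bis-Tris pH 6.0 buffer with DTT, detergent; Incubation: 20 min at room temperature, dark; Measured by: fluorescence, 480/540 nm.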
DNMT1 block = human DNMT1 methyltransferase inhibitors, primary screen, biochemical, molecular beacon, fluorescence, HinP1I cleavage, uHTS; DNA (cytosine-5)-methyltransferase 1 (Homo sapiens), P26358; 360,000 tested, 0.83% active; inhibition (reported as % activation of signal), % at 10 µM; in the data active means inhibition above about 50%
Scp1 inh = Scp-1 phosphatase inhibitors, primary screen, biochemical, colorimetric, uHTS. Recombinant Scp1, phosphopeptide, malachite green phosphate absorbance. inhibition, % at 20 µM. 340,000 tested, 0.88% active;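 active means inhibition above about 50% at 20 µM, limit read from the data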;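 further: plate controls were DMSO wells with enzyme for no effect and wells lacking enzyme for full effect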
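Material: truncated SCP-1 phosphatase (76-261aa) / Buffer or medium: 50 mM Tris acetate pH 5.5, 0.005% Tween-20, 10 mM MgCl2 / Compound dosing: one concentration, 20 µM, with 1.0% DMSO / Incubation: 45 min room-temperature reaction, 5 min colour, 30 min stabiliser / Detection: colorimetric free-phosphate detection, absorbance 630 nm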
An asterisk follows results filed as active; i = inactive; . = not tested or not shown; + = active, no number.

cpd | SMILES | Neddylation inh | NadD inh | CSN inh | LMPTP inh | SUMO1-SIM PPI | Rpn11 inh | Rin1 Abl inh | STEP inh | DNMT1 block | Scp1 inh
1 | CCC(CC)NC(=O)COC(=O)c1cc(Br)ccc1Cl | i | 7 | 2 | -1.2 | 2 | i | 1 | -2 | -2 | -10
2 | COc1cc(-c2cnc3c(NC=O)cc(-c4cccnc4)cn23)cc(OC)c1OC | i | 3 | 2 | 1.7 | -6 | i | -7 | 1 | -9 | .
3 | COc1ccccc1NS(=O)(=O)c1ccc(C(=O)NCC(c2ccc(F)cc2)N2CCOCC2)cc1 (centres undefined) | i | -6 | 3 | 0.0 | -2 | i | 0 | 1 | 1 | -10
4 | Cc1cccc(C)c1NC(=O)CSCCO | i | -2 | -2 | 1.2 | -3 | i | 2 | 0 | 5 | 0
5 | CN1C(=O)/C(=C/c2ccc(C(F)(F)F)cc2)Sc2ccc(C(=O)N3CCN(c4ccccn4)CC3)cc21 | i | 22 | 6 | 7.9 | -7 | i | -3 | 2 | -15 | 13
6 | O=CNc1c(Br)cc2c(c1Br)Cc1cc(Br)ccc1-2 | i | 20 | 6 | 1.3 | 1 | i | -1 | -4 | 26 | -3
7 | COc1cc(NS(=O)(=O)c2ccc(NC(=O)CN3C(=O)c4ccccc4C3=O)cc2)ncn1 | i | 7 | 4 | -1.0 | 1 | i | 4 | -4 | -1 | -8
8 | COc1ccc(C(=O)N2CCCCC2C(=O)Nc2ccc(-n3nc(C)cc3C)cc2)o1 (centres undefined) | i | 2 | -3 | -1.7 | 7 | i | -3 | 3 | 2 | -11
9 | O=C(C1CCN(S(=O)(=O)c2cccs2)CC1)N1CCCCCC1 | i | -2 | 0 | -0.1 | 2 | i | -3 | -1 | 1 | -2
10 | CCN(C(=O)COC(=O)c1cc(OC)ccc1Br)C1CCS(=O)(=O)C1 (centres undefined) | i | 1 | -3 | 1.0 | -2 | i | 1 | -1 | 7 | 2
11 | CC1(OC(=O)C2CCCC2)C(=O)C=C2C=C(c3ccsc3)N(C3CCCCC3)C=C2C1=O (centres undefined) | i | 13 | -2 | 1.0 | -12 | i | 2 | 6 | 5 | 5
12 | CC(C)Cn1c(N)c(C(=O)COC(=O)c2cnc(Cl)c(Cl)c2)c(=O)n(C)c1=O | i | -2 | 2 | 0.8 | -2 | i | -2 | 0 | 1 | -7
13 | O=C(Nc1ccc2ccccc2c1)c1ccc(NS(=O)(=O)c2ccc(Br)s2)cc1 | i | 23 | 2 | 4.9 | 2 | i | 0 | -3 | 0 | -7
14 | Cc1ccc(Cl)cc1NC(=O)C(Cc1ccccc1)N1C(=O)C2C3CCC(C3)C2C1=O (centres undefined) | i | -5 | -4 | -0.5 | 1 | i | 0 | -3 | 3 | -5
15 | CCS(=O)(=O)N1Cc2ccccc2CC1C(=O)Nc1cccc(S(=O)(=O)N(C)C)c1 (centres undefined) | i | -3 | 3 | -1.5 | 2 | i | 3 | 0 | -6 | -1
16 | CCOC(=O)NC(=S)c1ccc[nH]1 | i | -3 | -1 | -2.1 | -3 | i | -5 | 0 | -1 | -1
17 | CCC(C)NS(=O)(=O)c1cccs1 (centres undefined) | i | 0 | 1 | 0.1 | -4 | i | 1 | -4 | 4 | -5
18 | Cc1ccc(NC2CCCN(C(=O)CCC3(C)CC3)C2)cc1C (centres undefined) | i | -5 | 3 | -0.3 | 1 | i | 1 | -3 | 2 | -9
19 | c1ccc(CC2CNc3ccccc3CN2)cc1 (centres undefined) | i | 0 | 3 | -2.4 | -1 | i | -5 | -2 | -2 | -5
20 | CC(C)N=c1scc(-c2ccco2)n1/N=C/c1ccc(O)c(O)c1 | i | 2 | -2 | 2.3 | -15 | i | 2 | -3 | -22 | -4
21 | O=C(O)c1ccc(N2C(=O)c3cccnc3C2=O)cc1 | i | -4 | -9 | -0.3 | -4 | i | 1 | 0 | 3 | -3
22 | COc1ccccc1-n1c(CNC(=O)c2ccccc2)nnc1SCC(=O)Nc1nnc(C)s1 | i | 4 | -5 | 1.1 | -7 | i | 2 | -2 | 2 | -14
23 | O=C(Nc1ccc(-c2cscn2)cc1)C1CCCN(Cc2ccccc2)C1 (centres undefined) | i | -1 | 6 | 0.7 | -1 | i | -3 | -1 | -7 | 10
24 | O=C1CCCN1CCCNC(=S)Nc1ccccc1Cl | i | -3 | 2 | -0.8 | 0 | i | -3 | 5 | 3 | -5

Some of these compounds in order of length of the SMILES, low to high.
cpd | SMILES | Neddylation inh | NadD inh | CSN inh | LMPTP inh | SUMO1-SIM PPI | Rpn11 inh | Rin1 Abl inh | STEP inh | DNMT1 block | Scp1 inh
6 | O=CNc1c(Br)cc2c(c1Br)Cc1cc(Br)ccc1-2 | i | 20 | 6 | 1.3 | 1 | i | -1 | -4 | 26 | -3
13 | O=C(Nc1ccc2ccccc2c1)c1ccc(NS(=O)(=O)c2ccc(Br)s2)cc1 | i | 23 | 2 | 4.9 | 2 | i | 0 | -3 | 0 | -7
8 | COc1ccc(C(=O)N2CCCCC2C(=O)Nc2ccc(-n3nc(C)cc3C)cc2)o1 (centres undefined) | i | 2 | -3 | -1.7 | 7 | i | -3 | 3 | 2 | -11

Continuation.
cpd | SMILES | Neddylation inh | NadD inh | CSN inh | LMPTP inh | SUMO1-SIM PPI | Rpn11 inh | Rin1 Abl inh | STEP inh | DNMT1 block | Scp1 inh
25 | CCCCCCn1c(Br)nc2c1c(=O)n(C)c(=O)n2C | i | 0 | -5 | -1.5 | -3 | i | -2 | 4 | -1 | -8
26 | O=c1cc(-c2ccco2)oc2ccccc12 | + | -1 | 9 | -0.3 | -18 | i | -2 | 1 | 4 | -12
27 | CCN(CC)C(=O)C1CCN(Cc2ccc(Br)cc2)CC1 | i | 2 | 2 | -1.5 | 0 | i | 0 | 2 | -1 | 6
28 | Cc1cc(OCc2nc(-c3cccs3)no2)cc(C)c1Cl | i | 5 | 5 | 3.5 | 3 | i | -1 | 0 | -4 | -13
29 | COc1ccc(N2CC(C(=O)N3CCN(Cc4ccc5c(c4)OCO5)CC3)CC2=O)cc1 (centres undefined) | i | -7 | 0 | -0.5 | -3 | i | 4 | 1 | 2 | -8
30 | CCCCN1CCCCC1(C)C(=O)NCc1ccc2c(c1)OCO2 (centres undefined) | i | 3 | 1 | 0.6 | -2 | i | -2 | 0 | 4 | .
31 | CCC(CO)Oc1cc(NC(=O)c2ccccc2)c2ncn(C(C)C)c2c1 (centres undefined) | i | 2 | 1 | -2.1 | 10 | i | 1 | -3 | 0 | 4
32 | Nc1cc([N+](=O)[O-])ccc1Nc1ccccc1 | i | -3 | 8 | 4.6 | -33 | i | -2 | -1 | -5 | 3
33 | O=C(C1=C(O)C(=O)N(Cc2ccccc2)C1c1ccco1)c1ccco1 (centres undefined) | i | 6 | 1 | 2.4 | -6 | i | 0 | 6 | -5 | 6
34 | O=C(COc1ccccc1)N=C1SC2CS(=O)(=O)CC2N1c1ccccc1 (centres undefined) | i | -2 | 0 | 0.5 | 6 | i | 4 | 2 | 1 | -9
35 | COc1cc(OC)c(C2C(C(=O)Nc3ccccc3)=C(C)Nc3ncnn32)cc1OC (centres undefined) | i | 5 | 1 | -1.0 | 1 | i | 0 | 2 | 0 | -4
36 | CCOc1ccc2[nH]c(C)c(CN3CCCCC3)c(=O)c2c1 | i | -7 | 4 | 0.5 | 0 | i | 3 | -1 | 4 | -4
37 | CN(C)CC(O)COC(c1ccc(Cl)cc1)c1ccc(Cl)cc1 (centres undefined) | i | -13 | -4 | 5.6 | -1 | i | 1 | 2 | 2 | -5
38 | O=C(Nc1ccc(Br)cn1)c1cccc2c1-c1ccccc1C2=O | i | 4 | 4 | 1.5 | -7 | i | 2 | -1 | 17 | 1
39 | CCCc1cc(=O)n2[nH]c(CCc3ccccc3)nc2n1 | i | 3 | -3 | -0.7 | 6 | i | -1 | 1 | 1 | -1
40 | O=C(NCc1ccc(F)cc1)C1CCN(S(=O)(=O)c2ccc(N3CCCC3=O)cc2)CC1 | i | -2 | -2 | -0.8 | 3 | i | 0 | 4 | -3 | .

Some entries already given, reduced to DNMT1 block and SUMO1-SIM PPI:
cpd	SMILES	DNMT1 block	SUMO1-SIM PPI
36	CCOc1ccc2[nH]c(C)c(CN3CCCCC3)c(=O)c2c1	4	0
37	CN(C)CC(O)COC(c1ccc(Cl)cc1)c1ccc(Cl)cc1 (centres undefined)	2	-1
38	O=C(Nc1ccc(Br)cn1)c1cccc2c1-c1ccccc1C2=O	17	-7
39	CCCc1cc(=O)n2[nH]c(CCc3ccccc3)nc2n1	1	6

The list goes on.
cpd | SMILES | Neddylation inh | NadD inh | CSN inh | LMPTP inh | SUMO1-SIM PPI | Rpn11 inh | Rin1 Abl inh | STEP inh | DNMT1 block | Scp1 inh
41 | CCOC(=O)C1C(=O)C=C(c2cccs2)CC1c1ccccc1 (centres undefined) | i | 4 | -11 | 0.9 | -19 | i | -4 | 2 | 1 | -18
42 | CCOc1cc(/C=N/Nc2ncc(C)c(=O)[nH]2)ccc1O | i | -6 | 0 | 2.4 | -20 | i | 1 | 3 | 0 | -8
43 | Brc1ccc(-c2csc(N/N=C/c3ccco3)n2)cc1 | i | 1 | 11 | 5.0 | -1 | i | -3 | -1 | -19 | 10
44 | Cc1ccc2[nH]c(=O)c3cc(C(=O)N(CCCOC(C)C)Cc4ccco4)sc3c2c1 | i | -5 | 2 | 1.8 | -5 | i | 2 | 5 | -7 | -8
45 | Cc1ccc(S(=O)(=O)c2ccc([N+](=O)[O-])cn2)cc1 | i | -7 | 5 | -1.8 | -23 | i | 1 | 0 | 4 | -7
46 | CN(C)S(=O)(=O)c1cccc(COC(=O)CNC(=O)c2ccc(Br)o2)c1 | i | -1 | -4 | -1.3 | -2 | i | 3 | 3 | -1 | -3
47 | COc1ccccc1/C=C/CN1CCN(c2ccccc2)CC1 | i | -5 | 6 | -0.6 | -5 | i | 3 | -2 | 2 | -5
48 | O=c1[nH]c(=O)n(CCO)c2nnn(Cc3ccccc3)c12 | i | 3 | 1 | 0.5 | 0 | i | 0 | -2 | 1 | -2
49 | Cc1ccc(SCC(=O)Nc2cccc(NC(=O)c3ccco3)c2)cc1 | i | -6 | 2 | -0.5 | 0 | i | 3 | 3 | -4 | -7
50 | NC(=S)N/N=C/c1ccc(-c2cc(Cl)cc(Cl)c2)o1 | i | 38* | 13 | 2.9 | -3 | i | -6 | 3 | 7 | 3

Screening data (PubChem)
